High-throughput results as filed in PubChem.
TMEM16A inh: blocks the mouse calcium-activated chloride channel TMEM16A | Q8BHY3 | HEK293 TMEM16A/YFP iodide influx fluorescence, ionomycin | normalized B-score (activity score, 25-100; higher = stronger inhibition) at 10 µM | actives 1.2% (n = 310,000) | AID 588511;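 active means ratio plate-corrected score three or more library SD toward inhibition, starting fluorescence score within five deviations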;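 further: score derived from kinetic fluorescence span divided by baseline fluorescence per well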
KCNQ1 inh: inhibitors of human KCNQ1 potassium channel | CHO-K1 KCNQ1, FluxOR thallium flux fluorescence; hits give high values | B-score at 10 µM | actives 1.3% (n = 310,000) | AID 2642;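 active means compounds whose thallium flux B-score, printed positive for inhibition, exceeds three library SD while starting fluorescence stays within three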;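 further: channel opened by potassium depolarization with thallium stimulus after 20 min compound exposure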
KCNK9 block: inhibitors of human KCNK9 two-pore domain potassium channel | Q9NPC2 | HEK293 KCNK9, FluxOR thallium flux fluorescence; hits give low values | B-score at 10 µM | actives 1.2% (n = 310,000) | AID 488922;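 active means ratio B-score over 3 SD below the library mean, with starting fluorescence within 5 SD of its mean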;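 further: negative B-score means less thallium flux so channel inhibition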
Target sequence (Q9NPC2 whole entry, looked up, the tested form may be a part): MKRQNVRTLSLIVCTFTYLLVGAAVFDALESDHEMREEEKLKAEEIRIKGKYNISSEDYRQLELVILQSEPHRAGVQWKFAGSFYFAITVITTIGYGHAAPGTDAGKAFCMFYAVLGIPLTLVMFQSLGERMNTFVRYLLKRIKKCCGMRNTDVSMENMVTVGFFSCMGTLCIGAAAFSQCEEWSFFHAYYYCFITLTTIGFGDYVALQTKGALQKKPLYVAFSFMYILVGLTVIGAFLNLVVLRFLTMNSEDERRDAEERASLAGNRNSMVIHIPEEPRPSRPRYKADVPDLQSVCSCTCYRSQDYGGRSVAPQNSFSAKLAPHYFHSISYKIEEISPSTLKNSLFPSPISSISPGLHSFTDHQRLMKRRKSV
hERG rescue: shields human hERG channel from block by proarrhythmic agents; activation (rescue from dofetilide block), less the hit threshold, % at 10 µM; Q12809; actives 0.51% (n = 310,000); CHO-hERG, FluxOR thallium flux, dofetilide IC70 present;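 active means activation above the mean of controls blocked by dofetilide plus 5 SD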;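 further: thallium influx through hERG after potassium depolarization seen as dye fluorescence rise; in these data hits start at about 4.7%; inactives centre near -7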
ANO1 activ: activators or potentiators of mouse TMEM16A chloride channel. HEK293 TMEM16A/YFP-H148Q/I152L, iodide quench fluorescence; hits give low values. B-score at 10 µM. actives 0.3% (n = 340,000). Q8BHY3;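 active means fluorescence-ratio B-score plate-corrected deviation score at least 3 library SD below zero, with starting fluorescence score within 5 deviations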;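 further: channel opened by trigger with iodide after compound preincubation; score built on the fluorescence ratio of max minus min over baseline; more negative score means more quench and so TMEM16A activation or potentiation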
MrgX1 PAM: human MrgX1 positive allosteric modulation, primary screen; actives 0.63% (n = 310,000); B-score at 10 µM; MrgX1-HEK293, Fluo-4 calcium flux, FDSS; hits give high values;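 active means plate-corrected calcium response at least 3 library SD above typical, normal starting fluorescence, not activating the receptor alone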;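 further: compound read alongside a low EC10 to EC30 dose of BAM8-22 agonist; peak minus trough fluorescence over baseline measured at the second addition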
Target sequence (Q96LB2 whole entry, looked up): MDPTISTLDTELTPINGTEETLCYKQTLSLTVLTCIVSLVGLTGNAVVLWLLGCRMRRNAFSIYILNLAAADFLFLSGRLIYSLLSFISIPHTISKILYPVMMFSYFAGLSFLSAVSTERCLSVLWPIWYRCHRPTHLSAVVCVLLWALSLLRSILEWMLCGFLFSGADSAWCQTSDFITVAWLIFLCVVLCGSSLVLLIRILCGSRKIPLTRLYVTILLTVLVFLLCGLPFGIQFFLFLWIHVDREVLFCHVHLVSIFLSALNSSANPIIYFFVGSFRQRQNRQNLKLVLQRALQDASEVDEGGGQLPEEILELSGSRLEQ
KCNQ1 pot: human KCNQ1 channel potentiation or activation; AID 2648; B-score at 10 µM; actives 0.35% (n = 310,000); CHO-K1 KCNQ1, thallium flux FluxOR fluorescence; hits give high values; P51787;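 active means fluorescence ratio B-score, a plate-corrected score, at least three library SD, with initial intensity B-score within 5 SD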
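Assay system: stable KCNQ1 CHO-K1 line; medium: assay buffer, equal DMSO in all wells; timing: 90 min dye loading and 20 min compound exposure, both at room temperature; technique: kinetic FluxOR thallium fluorescence, 10-s 1-Hz baseline, 110-s post-stimulus read; read-out basis: B score of baseline-normalized fluorescence ratio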
MrgX1 ag: agonists of human MrgX1 receptor | MrgX1-HEK293 cells, Fluo-4 calcium fluorescence, agonist mode; hits give high values | actives 0.44% (n = 310,000) | B-score at 10 µM | Q96LB2;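 active means calcium response B-score plate-corrected fluorescence ratio at least 3 library SD, with starting fluorescence B-score inside 5 SD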
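times = overnight plating, then 30 min 37 °C plus 30 min room-temperature dye loading | assay system = stable human MrgX1 HEK293 cell line | input = fifteen thousand cells per well | signal = kinetic calcium dye fluorescence, Fluo-4 NW | dosing = compound delivered in addition one of three | read-out = B-scored fluorescence response ratio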
RGS4 pot: potentiators or activators of RGS4 | HEK293 M3R/inducible RGS4, carbachol calcium flux Fluo4; hits give low values | B-score at 10 µM | actives 0.92% (n = 310,000);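 active means B-score of the integrated calcium signal more than 4 SD below the library mean, with starting fluorescence not abnormally high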;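 further: negative B-score means reduced calcium response which marks RGS4 activation or potentiation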
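test system = HEK293 cells with stable M3R and inducible RGS4 | schedule = recording 10 s baseline at 1 Hz, 100 s post-agonist | technique = Fluo4-AM (2 µM) calcium-flux fluorescence, kinetic read | measure = Agonist-evoked peak-minus-minimum fluorescence over baseline, integrated ratio, B score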
KCNK3 inh: human KCNK3 channel inhibition, primary screen; O14649; CHO-KCNK3 thallium flux, FluxOR fluorescence; hits give low values; B-score at 10 µM; actives 0.84% (n = 340,000); AID 602410;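 active means B-score under library mean minus 4 SD, starting fluorescence ratio at most library mean plus 5 SD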;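 further: more negative B-score means stronger inhibition of thallium flux through KCNK3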
Target sequence (O14649 whole entry, looked up): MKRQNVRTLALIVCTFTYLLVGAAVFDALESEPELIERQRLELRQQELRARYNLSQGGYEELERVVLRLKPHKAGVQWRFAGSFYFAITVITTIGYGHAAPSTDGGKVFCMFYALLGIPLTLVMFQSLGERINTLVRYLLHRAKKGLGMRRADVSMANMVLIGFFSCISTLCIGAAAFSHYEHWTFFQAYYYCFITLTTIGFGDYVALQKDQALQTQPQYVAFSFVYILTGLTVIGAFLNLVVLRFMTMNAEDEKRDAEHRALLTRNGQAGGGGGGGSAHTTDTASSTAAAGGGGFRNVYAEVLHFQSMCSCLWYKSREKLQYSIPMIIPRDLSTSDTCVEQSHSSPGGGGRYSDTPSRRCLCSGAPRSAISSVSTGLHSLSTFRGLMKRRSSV
RGS4 block: human RGS4 inhibition; P49798; HEK293 M3R/RGS4 inducible, Fluo-4 calcium flux; hits give high values; triggered by carbachol at its EC20; B-score at 10 µM; actives 0.45% (n = 310,000); AID 463165;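 active means B-score, a plate-corrected calcium signal, over three deviations above library mean, with baseline fluorescence within five deviations of library mean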;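 further: RGS4 expression induced by doxycycline in cells with stable M3 receptor; B-score is computed from the integrated fluorescence ratio over baseline after carbachol; higher B-score means a larger calcium signal and so more RGS4 inhibition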
Numbers without * were called inactive; i = inactive; . = not tested or not shown. This is a random part of the collection. About 6.3% of those tested had a hit in this group.

SMILES	TMEM16A inh	KCNQ1 inh	KCNK9 block	hERG rescue	ANO1 activ	MrgX1 PAM	KCNQ1 pot	MrgX1 ag	RGS4 pot	KCNK3 inh	RGS4 block
COc1ccc(NC(=O)NC(C(F)(F)F)C(F)(F)F)cc1	i	i	i	-1.1	i	i	i	i	i	i	i
COc1ccc(S(=O)(=O)NNC(N)=S)cc1	i	i	i	-1.8	i	i	i	i	i	i	i
O=C(CN1CCc2cc3c(cc2C1)OCCCO3)Nc1ccc(S(=O)(=O)N2CCCC2)cc1	i	i	i	-7.5	i	i	i	i	i	i	i
Cc1ccc(OC(=O)c2ccc(Cl)c([N+](=O)[O-])c2)cn1	i	i	i	-14.0	.	i	i	i	i	i	i
CCCCn1ccnc1C(=O)c1cccc(S(=O)(=O)N2CC(C)CC(C)C2)c1 (configuration not stated)	100*	i	i	-11.4	i	i	i	i	i	i	i
Cc1nnsc1S(=O)(=O)Cc1ccccc1C(F)(F)F	i	i	i	0.3	i	i	i	i	i	i	i
CCc1c(-c2ccccc2)nc(N)c(C#N)c1-c1cccs1	i	i	i	-11.6	i	i	i	i	i	i	i
Cc1ccc(C2SCC(C(=O)O)N2C(=O)c2ccc(F)cc2)cc1 (configuration not stated)	i	i	i	-6.8	i	i	i	i	i	i	i
Cc1nc(-c2ccc(S(=O)(=O)Nc3ccc(Br)cc3Cl)s2)cs1	100*	i	i	-12.6	i	i	i	i	i	i	i
Cc1nn2cnc3sc4c(c3c2nc1=O)CCCC4	i	i	i	-6.7	i	i	i	i	i	i	i
Cc1csc(NC(=O)C2CCCN2C(=O)Oc2ccccc2)n1 (configuration not stated)	i	i	i	-14.8	i	i	i	i	i	i	i
COc1ccc2oc(C(=O)OCC(=O)Nc3cccc(S(=O)(=O)N4CCOCC4)c3)c(C)c2c1	i	i	i	-8.2	i	i	i	i	i	i	i
O=C(COc1ccccc1)Nc1nc(-c2cccs2)cs1	i	i	i	-4.5	i	i	i	i	i	i	i
O=C(c1ccco1)N1CCN(Cc2nc(Cc3ccccc3)no2)CC1	i	i	i	-13.0	i	i	i	i	i	i	i
O=C(Nc1nnc(SCCC2OCCO2)s1)C1CC(=O)N(c2ccccc2)C1 (configuration not stated)	i	i	i	-14.1	i	i	i	i	i	i	i
Cc1ccc(C(=O)N/N=C/c2sc(=O)n(Cc3cccc(C(=O)O)c3)c2Cl)cc1	i	i	i	-5.5	i	i	i	i	i	i	i
COc1ccccc1/C=C/C=N/NC(=O)c1ccco1	i	i	i	-9.3	i	i	i	i	i	i	i
CCOc1cc(/C=C2\SC(=S)N(NS(=O)(=O)c3ccc(C)cc3)C2=O)ccc1O	i	i	i	-13.7	i	i	i	52*	i	i	i
CCSC1=NCCN1C(=O)c1c(-c2ccccc2Cl)noc1C	i	i	i	-9.9	i	i	i	i	i	i	i
CC1CCN(c2nc(/C=C/c3ccccc3)nc3ccccc23)CC1	i	i	i	-4.0	i	i	i	i	i	i	i
Cc1ccccc1C(=O)Nc1c2c(nc3ccccc13)CCCC2	i	i	i	-11.6	i	i	i	i	i	i	i
OC(COc1ccc2ccccc2c1)Cn1cncn1 (configuration not stated)	i	i	i	-7.2	i	i	i	i	i	i	i
COC(=O)c1ccccc1NC(=O)/C=C/C(=O)O	i	i	i	-0.2	i	i	i	i	i	i	i
CCCC(=O)NC1C2CC3CC(C2)CC1C3 (configuration not stated)	i	i	i	-4.4	i	i	i	i	i	i	i
CC(C)Cc1nc(SCC(=O)Nc2ccc(S(N)(=O)=O)cc2)n[nH]1	i	i	i	-18.0	i	i	i	i	i	i	i
(next part)
SMILES	TMEM16A inh	KCNQ1 inh	KCNK9 block	hERG rescue	ANO1 activ	MrgX1 PAM	KCNQ1 pot	MrgX1 ag	RGS4 pot	KCNK3 inh	RGS4 block
CCc1ccc(-c2cc(C)no2)cc1S(=O)(=O)Nc1ccc(C)cn1	i	i	i	-1.7	i	i	i	i	i	i	i
Cc1ccc(C2=NN3C(C(=O)c4ccccc4)Oc4ccccc4C3C2)cc1 (configuration not stated)	i	i	i	-13.8	i	i	i	i	i	i	i
O=c1[nH]c(N/N=C/c2ccccc2)nc2ccccc12	i	i	i	-13.9	i	i	i	i	i	i	i
O=C(/C=C/c1cccs1)Nc1cccnc1	i	i	i	-6.8	i	i	i	i	i	i	i
COC(=O)c1ccc(NC(c2ccc(Cl)cc2)P(=O)(OC)OC)cc1 (configuration not stated)	i	i	i	-10.0	i	i	i	i	i	i	i
O=C(Nc1ccccc1)C1=C(N2CCOCC2)/C(=C/c2cccnc2)CC1	i	i	i	-2.3	i	i	i	i	i	i	i
Cc1cc(C(=O)CSc2nc3ccc(Cl)cc3[nH]2)c(C)n1C	i	i	i	-15.9	i	i	i	i	i	i	i
C[C@@H](C(=O)Nc1ccc2c(c1)OCCO2)n1c(=O)[nH]c2ccccc2c1=O	i	i	i	-2.5	i	i	i	i	i	i	i
CC(C)N(Cc1nc(-c2ccc(Cl)cc2)no1)C(=O)CN(C)S(=O)(=O)c1ccc(Cl)cc1	i	i	i	-16.4	i	i	i	i	i	i	i
Cc1ccnc(N2CCN(C(=O)CSc3nc4ccccc4nc3N3CCC(C)CC3)CC2)c1	i	i	i	-14.2	i	i	i	i	i	i	i
Cc1ccc(Nc2nnc(SCC(=O)NC3CCS(=O)(=O)C3)s2)c(C)c1 (configuration not stated)	i	i	i	-4.1	i	i	i	i	i	i	i
CCc1nc2ccccc2c(C(=O)Nc2cc(C)ccc2C)c1C	i	i	i	-17.4	i	i	i	i	i	i	i
O=C(NCc1ccccn1)c1nc(Cn2cc([N+](=O)[O-])cn2)no1	i	i	i	-7.5	i	i	i	i	i	i	i
COCCNC(=O)C(c1ccc(Cl)cc1)N(C(=O)CCC(=O)Nc1ccccn1)C1CCCC1 (configuration not stated)	i	i	i	-2.3	i	i	i	i	i	i	i
CC(C)N1C(=O)c2ccc(C(=O)O)cc2C1=O	i	i	i	-4.3	i	i	i	i	i	i	i
Cc1cccc(C)c1NC(=O)c1cccc2c1-c1ccccc1C2=O	i	i	i	-3.4	i	i	i	i	i	i	i
CCOC(=O)C1=C(C)N(CCCC(=O)O)C(=O)NC1c1ccc2ccccc2c1 (configuration not stated)	i	i	i	-3.0	i	i	i	i	i	i	i
CC(=O)c1ccc(NC(=O)c2noc(C(C)C)c2[N+](=O)[O-])cc1	i	i	i	-12.1	i	i	i	i	i	i	i
CCCN(CC(=O)Nc1ccccc1OC)C(=O)c1cc(-c2cccs2)nn1-c1ccccc1	i	i	i	-19.2	i	i	i	i	i	i	i
CCn1c(CSc2nncn2-c2ccc(OC)cc2)nc2cc(S(=O)(=O)N(C)C)ccc21	i	i	i	-13.1	i	i	i	i	i	i	i
COCCNC(=O)COc1ccc(N(C)S(=O)(=O)c2ccc3ccccc3c2)cc1	i	i	i	-12.1	i	i	i	i	i	i	i
Cc1ccccc1S(=O)(=O)Cc1ccc(C(=O)NCc2cccnc2)o1	i	i	i	-10.8	i	i	i	i	i	i	i
CCCOc1ccc(NC(=O)C2CC(=O)N3CCCN=C3S2)cc1 (configuration not stated)	25*	i	i	-9.6	i	i	i	i	i	i	i
CCCOc1cc(C)c(S(=O)(=O)NCCOC)cc1C	i	i	i	-15.9	i	i	i	i	i	i	i
CC(C)(C)OC(=O)NCCCC[C@H](NC(=O)c1nc[nH]c1C(=O)NC1CCN(C(=O)OC(C)(C)C)CC1)C(=O)OC(C)(C)C	i	i	i	-12.6	i	i	i	i	i	i	i

MrgX1 ag: hit marks shown above.
Compound	KCNQ1 inh	KCNK9 block	ANO1 activ	MrgX1 ag	KCNK3 inh	RGS4 block
CCOc1cc(/C=C2\SC(=S)N(NS(=O)(=O)c3ccc(C)cc3)C2=O)ccc1O	i	i	i	52*	i	i

(further entries)
SMILES	TMEM16A inh	KCNQ1 inh	KCNK9 block	hERG rescue	ANO1 activ	MrgX1 PAM	KCNQ1 pot	MrgX1 ag	RGS4 pot	KCNK3 inh	RGS4 block
CCC(=O)NC(=S)Nc1ccc(NC(=O)COc2ccc(Cl)c(C)c2)cc1	i	i	i	-5.6	i	i	i	i	i	i	i
O=c1c2oc3ccccc3c2ncn1Cc1ccc(F)cc1	i	i	i	-5.6	i	i	i	i	i	i	i
O=C(c1csc2c1CCCCC2)N1CCN(c2ncccn2)CC1	i	i	i	-5.6	i	i	i	i	i	i	i
CCCCC1=CC2=CC(=O)C(C)(OC(=O)CC)C(=O)C2=CN1c1ccccc1 (configuration not stated)	i	i	i	-12.7	i	i	i	i	i	i	i
Cc1cc(NC(=O)CCN2CCCCC2)ccc1Br	i	i	i	-8.6	i	i	i	i	i	i	i
CC(C)Oc1cc(C(=O)NC2CCCCC2)c2ccccc2n1	i	i	i	-8.8	i	i	i	i	i	i	i
CCCNC(=O)C(Cc1ccccc1)NS(=O)(=O)c1ccc2c(c1)c(=O)n(C)c(=O)n2C (configuration not stated)	i	i	i	-15.2	i	i	i	i	i	i	i
COc1ccc(/C=N/NC(=O)c2cc(C)n(-c3ccccc3)c2C)cc1OC	i	i	i	-13.7	i	i	i	i	i	i	i
Cc1ccc(NC(=O)CSc2nc3nc(C)cc(C)c3c(=O)[nH]2)cc1	i	i	i	-10.0	i	i	i	i	i	i	i
CCN1CCN(c2nc3c(C)cccn3c(=O)c2/C=C(\C#N)C(=O)NCCOC)CC1	i	i	i	-0.6	i	i	i	i	i	i	i
CS(=O)(=O)Nc1nc2n(n1)C(c1ccccc1)C=C(c1ccc(Br)cc1)N2 (configuration not stated)	i	12*	i	-17.3	i	i	i	i	i	i	i
NC(=S)Nc1cccc2cccnc12	i	i	i	-2.2	i	i	i	i	i	i	i
COc1cccc(/C=C2\Oc3cc(OCC(=O)N4CCC[C@H]4C(=O)O)ccc3C2=O)c1	i	i	i	-10.4	i	i	i	i	i	i	i
O=C(COC(=O)c1ccccc1NCc1ccco1)Nc1ccc2c(c1)OCO2	i	i	i	-9.1	i	i	i	i	i	i	i
Cc1ccc(/C=N/NC(=O)Cc2cccn2C)cc1	i	i	i	-9.6	i	6.66*	i	i	i	i	i
Clc1cccc(-c2nn3c(Cn4cnc5ccccc54)nnc3s2)c1	i	i	i	-9.3	i	i	i	i	i	i	i
